Bioassay records as filed in PubChem BioAssay.
Mtb RmlCD inh: M. tuberculosis RmlC/RmlD coupled enzyme inhibitors, primary screen, biochemical, compound mixtures, 384-well, from 1536-well plates; RmlC+RmlD coupled enzyme assay, percent inhibition; primary screen in compound mixtures; AID 1533, 2009; hit rate 0.03% among 160,000; inhibition, % at 3.6 µM; dTDP-4-dehydrorhamnose reductase (Mycobacterium tuberculosis (strain ATCC 25618 / H37Rv)) …; in the data active = inhibition mostly above about 34%, no sharp cut-off; note: some results filed as inactive read as strong as hits
Target sequence (P9WH09 whole entry, looked up): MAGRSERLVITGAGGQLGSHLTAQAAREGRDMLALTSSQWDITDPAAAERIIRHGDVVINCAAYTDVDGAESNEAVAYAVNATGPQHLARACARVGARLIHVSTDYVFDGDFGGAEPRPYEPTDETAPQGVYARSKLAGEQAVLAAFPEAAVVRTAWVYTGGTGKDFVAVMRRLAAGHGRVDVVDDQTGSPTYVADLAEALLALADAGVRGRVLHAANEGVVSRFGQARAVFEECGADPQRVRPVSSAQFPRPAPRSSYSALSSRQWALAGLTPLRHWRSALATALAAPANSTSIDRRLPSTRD
Target sequence (P9WH11 whole entry, looked up): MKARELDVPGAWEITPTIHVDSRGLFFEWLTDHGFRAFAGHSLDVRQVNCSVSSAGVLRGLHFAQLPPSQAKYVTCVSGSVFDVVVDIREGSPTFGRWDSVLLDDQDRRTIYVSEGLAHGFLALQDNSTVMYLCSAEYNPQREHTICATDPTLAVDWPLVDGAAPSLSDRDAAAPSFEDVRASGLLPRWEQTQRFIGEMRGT
M. tuberculosis GlmU: inhibition of mycobacterial GlmU enzyme – biochemical, glucosamine-1-phosphate acetyltransferase (AID 1376); Bifunctional protein GlmU (Mycobacterium tuberculosis (strain ATCC 25618 / H37Rv)); M. tuberculosis GlmU acetyltransferase enzyme assay; higher % means a stronger effect; inhibition, %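 (tested at 30 µM in the primary screen)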, or IC50 in µM where a hit was titrated; hit rate 0.25% among 220,000; in the data active = inhibition above about 13%;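 note: 0% = complete reaction with vehicle and 100% = reaction without substrate; strong numbers were not always called active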
The depositor's hits bear a star; / = not tested or not shown. The list is partial (hit frequency here may not be typical).

Every second line gives: Mtb RmlCD inh, M. tuberculosis GlmU
O=C(OCc1ccccc1)C1=[N+]([O-])OC(C(=O)OCc2ccccc2)C1c1c[nH]c2ccccc12 (stereo unspecified)
    8.0, -0.5%
CC1(C)CC(=O)C=C(c2cccc3c2oc2ccccc23)C1
    /, -10.4%
Cc1ccc(CC23CN4CCN(CC(C4)C2O)C3)c(C)c1 (stereo unspecified)
    6.3, -1.4%
Cc1ccccc1OCC(=O)Nc1cc(Cl)ccc1Oc1ccccc1
    22.9, -4.2%
O=C(Nc1ccc(N2CCN(c3ccc(O)cc3)CC2)cc1)Oc1ccccc1
    /, 0.4%
COc1ccc(S(=O)(=O)N(C)C)cc1NC(=O)CSc1ncccn1
    6.4, -2.5%
CCCCn1nc2cc(C(=O)NCCc3cccs3)ccc2c1OCC
    /, 4.5%
Cc1nc(NC(=O)c2ccc(F)cc2)nc2cc3c(cc12)OCO3
    -9.0, -0.8%
N#Cc1c(-c2ccccc2)nc(-c2ccccc2)nc1N1CCOCC1
    /, -2.1%
COc1cc(NC(=S)NC2CC2)c(OC)cc1Cl
    -9.2, -1.4%
Cc1noc(C)c1S(=O)(=O)N(CC(=O)NCc1ccc(Cl)cc1)c1ccc2c(c1)OCO2
    -7.8, -5.3%
COc1ccc(F)cc1C(=O)C1CCCN(C(=O)CSc2ccccn2)C1 (stereo unspecified)
    /, 3.3%
CCN1CCN(C(=O)c2ccc3c(c2)c(C)c(C)n3Cc2ccccc2)CC1
    -4.7, -2.4%
CCOC(=O)c1ccc(NCc2ccncc2)cc1
    /, 0.3%
C/C(N)=C(/C#N)C(=O)CSc1nnc(C)n1-c1ccccc1
    -9.2, -4.2%
COc1ccc(/C=C/C(=O)NCc2cn(C)nc2C)cc1COc1ccc(Br)cc1
    /, 1.6%
Nc1c(C(=O)C2CC2)sc2nc(-c3ccccc3)cc(C(F)(F)F)c12
    2.5, 1.7%
CCN(CC)c1ccc(C2C(C(=O)OCCOC)=C(C)NC3=C2C(=O)CC(C)(C)C3)cc1 (stereo unspecified)
    -5.0, 0.0%
Cc1ccc2nc(/C(C#N)=C\c3ccc(OC(=O)c4cccs4)cc3)[nH]c2c1
    /, -1.4%
COc1ccc(C(C)n2c(C)c3c(C)nnc(C)c3c2C)cc1 (stereo unspecified)
    15.3, 1.8%

The last 2 records of the part above come first, to join the parts.
Every second line gives: Mtb RmlCD inh, M. tuberculosis GlmU
Cc1ccc2nc(/C(C#N)=C\c3ccc(OC(=O)c4cccs4)cc3)[nH]c2c1
    /, -1.4%
COc1ccc(C(C)n2c(C)c3c(C)nnc(C)c3c2C)cc1 (stereo unspecified)
    15.3, 1.8%
CCOC(=O)C1(CC)NC(c2cccc(F)c2)C2C(=O)N(CC)C(=O)C21 (stereo unspecified)
    /, -0.1%
COc1ccccc1OCCSc1ncnc2nc[nH]c12
    /, -0.4%
O=C(Nc1ccccc1-c1ccccc1)c1cccc([N+](=O)[O-])c1
    /, 0.5%
O=C1CSC(c2ccc(F)cc2)N1c1nc2ccccc2s1 (stereo unspecified)
    1.8, 1.5%
CCc1ccc(NC(=S)NCC2CCCN2CC)cc1 (stereo unspecified)
    11.7, 1.3%
CCCCNc1nc(=S)[nH]c2cc(OC)c(OC)cc12
    -10.3, 0.4%
CC(C)(C)N1CC(c2nc3ccccc3n2CCOc2ccccc2)CC1=O (stereo unspecified)
    /, 3.1%
CCOc1ccc(-c2cc(C(=O)NN)[nH]n2)cc1
    1.8, -3.8%
Oc1ccc(/C=N/Nc2nccnc2Cl)c(O)c1
    9.2, -5.0%
CCn1cc(C(=O)NCC(C)C)c(=O)c2cc(F)c(N3CCN(C)CC3)cc21
    20.9, 1.3%
O=C(CCc1ccc(S(=O)(=O)N2CCOCC2)cc1)OCc1nc2ccccc2s1
    /, -2.5%
CCCn1nnc(NC(=O)c2ccc(Cl)cc2Cl)n1
    -11.6, 1.6%
Cc1cc(=O)[nH]c2cc(Cl)ccc12
    90.0, 5.4%
COC(=O)C1C(=O)C=C(Nc2ccc(F)cc2)CC1c1ccc(OC)cc1 (stereo unspecified)
    -12.8, 4.5%
Cc1occc1C(=O)NCCCCc1ccccc1
    8.9, -0.1%
COc1ccc(CCC(=O)N2CCN(S(=O)(=O)c3ccc4ccccc4c3)CC2)cc1
    -4.9, 1.7%
Cc1ccc(CNC(=O)CCCC(=O)Nc2cc(C)on2)cc1
    3.9, 2.9%
Nc1c(Cl)cnc(C(Cl)(Cl)Cl)c1Cl
    -7.1, -2.2%
C(#CCN1CCOCC1)COCC#Cc1ccccc1
    6.4, 5.4%
CCOC(=O)C1CCCN(CCC(=O)Nc2ccc(F)c(F)c2)C1 (stereo unspecified)
    -5.3, -6.0%

As entered above:
CC(C)(C)N1CC(c2nc3ccccc3n2CCOc2ccccc2)CC1=O (stereo unspecified) @ M. tuberculosis GlmU = 3.1%
Cc1cc(=O)[nH]c2cc(Cl)ccc12 @ Mtb RmlCD inh = 90.0
O=C(Nc1ccc(N2CCN(c3ccc(O)cc3)CC2)cc1)Oc1ccccc1 @ M. tuberculosis GlmU = 0.4%

Other records
Every second line gives: Mtb RmlCD inh, M. tuberculosis GlmU
O=C1N/C(=C/c2ccc(N3CCOCC3)o2)C(=O)N1c1cccc(Cl)c1
    2.7, -3.9%
CCCc1c(O)nc(SC2CC(=O)N(c3cc(OC)ccc3OC)C2=O)[nH]c1=O (stereo unspecified)
    3.4, -6.0%
COc1ccc(NC(=O)COc2nc3ccccc3nc2N2CCOCC2)c(OC)c1
    3.3, -1.1%
O=C(NC1Cc2ccccc2C1)c1cc(COc2ccc(F)cc2Cl)on1
    /, -0.9%
CC(NC(=O)CC1SC(N)=NC1=O)c1ccccc1 (stereo unspecified)
    2.7, 3.0%
CCOC(=O)c1cn(CC(=O)Nc2cccc(Cl)c2)nn1
    2.5, -5.1%
Cc1ccc(CN(Cc2cccnc2)C(=O)CN2C(=O)COc3ccccc32)o1
    /, 3.5%
Cc1nn(-c2ccccc2)c(C)c1CN
    -6.6, -3.5%
O=C1CC(C(=O)Nc2ccc(Br)cc2)C2(CCCC2)O1 (stereo unspecified)
    7.3, /
Cc1ccc(NC(=O)CN2C(=O)CN(C)C2=O)cc1S(=O)(=O)N1CCCCC1
    5.0, 1.3%
CC1CCCCC1NC(=O)CO/N=C/c1ccccc1OC(F)F (stereo unspecified)
    /, 1.4%
COc1ccc(-c2ccc([C@H]3[C@@H]4C=CCC[C@@]4(C)C(=O)N3Cc3ccccc3)c(F)c2)cc1
    /, 1.3%
COC(=O)C1=C(C)NC(C)=C(C(=O)OC)C1C1CC=CCC1 (stereo unspecified)
    /, -2.2%
CCCC(=O)Nc1ccc(NC(=O)C23CC4CC(CC(C4)C2)C3)cn1
    87.8, -0.3%
CCOc1ccc2nc(SCC(=O)NC(=O)NCc3ccco3)sc2c1
    -1.9, 0.5%
O=C(C1=NN[C@@H]2C(=O)N(c3ccccc3C(F)(F)F)C(=O)[C@H]12)c1cnccn1
    -18.7, 0.3%
Cc1cccc(N2CCN(C(c3ccc(N(C)C)cc3)c3nnnn3C(C)(C)C)CC2)c1C (stereo unspecified)
    /, 1.9%
Cc1ccc(Nc2nc3nonc3nc2N(C)C)cc1
    1.3, 4.2%
Cc1c(C(=O)NCc2cccnc2)oc2ccc(S(=O)(=O)N3CC(C)CC(C)C3)cc12 (stereo unspecified)
    2.6, /
COC(=O)c1cc(Nc2ncnc3c2cnn3-c2ccccc2)cc(C(=O)OC)c1
    /, -2.6%
C/C=C(/C)C(=O)Nc1cccc(C2=NOC3(C2)C[C@@H](C(N)=O)N(C(=O)C2(C)CC2)C3)c1 (stereo partly specified)
    0.1, 0.9%
O=C(COC(=O)/C=C/c1cccc([N+](=O)[O-])c1)NCC1CCCO1 (stereo unspecified)
    6.8, 1.7%
CCn1c(NC(=O)C(C)C)c(-c2cccs2)c(=O)c2ccccc21
    11.2, -1.7%
O=C(O)CC(SCC(=O)Nc1ccccc1)C(=O)O (stereo unspecified)
    /, -1.9%
COC(=O)c1sc2cc(C(F)(F)F)cnc2c1-c1cccnc1
    -1.6, -0.3%
O=C(c1ccccc1)c1nc[nH]c1C(=O)Nc1ccccc1
    -5.8, 7.0%
CCC(C)c1ccc(NC(=S)NC(C)C2CCCO2)cc1 (stereo unspecified)
    /, 7.0%
CCOC(=O)c1c(C)[nH]c(C(=O)COC(=O)c2ccccn2)c1C
    /, 0.6%
CCN(CC)S(=O)(=O)c1cccc(-c2n[nH]c(=S)n2/N=C/c2ccc(OC(F)F)cc2)c1
    -7.0, 4.5%
O=C(N/N=C/c1ccc(-c2ccc(Cl)c(C(=O)O)c2)o1)c1cc2c(ccc3ccccc32)o1
    12.5, 58.8µM*
COc1cccc(CNc2cnc3ccccc3c2)c1O
    /, 0.9%
COc1cccc(NC(=O)CC2C(=O)NC3CCCCC3N2C(=O)c2ccc(F)cc2)c1 (stereo unspecified)
    5.0, -3.7%
CCOC(=O)N/N=C/c1ccc(F)cc1F
    2.6, 3.4%
Cc1[nH]nc2c1C(c1cc(Br)cs1)C(C#N)=C(N)O2 (stereo unspecified)
    -6.9, -2.4%
COc1ccccc1N1CCN(C(CNC(=O)c2ccc3c(c2)OCO3)c2cccnc2)CC1 (stereo unspecified)
    3.7, 0.1%
CC1Cc2ccccc2N1C(=O)CSc1nnc(-c2ccc(S(=O)(=O)N3CCCC3)cc2)n1C (stereo unspecified)
    5.9, 5.7%
CCCOC(=O)C1C2C=C[C@]3(CN(CCc4ccccc4)C(=O)[C@H]13)O2 (stereo partly specified)
    -4.9, -2.2%
COc1cccc(C(=O)O/N=C(\C)c2cnccn2)c1
    3.3, -1.3%
O=C1c2ccncc2C(=O)N1Cc1cccc(Cl)c1
    /, -7.6%
Nc1ncc(-n2cncn2)c(-c2ccccc2)n1
    0.4, 1.8%

A draw from above in order of formula weight, lowest first:
Every second line gives: Mtb RmlCD inh, M. tuberculosis GlmU
Cc1nn(-c2ccccc2)c(C)c1CN
    -6.6, -3.5%
COc1cc(NC(=S)NC2CC2)c(OC)cc1Cl
    -9.2, -1.4%
O=C(NC1Cc2ccccc2C1)c1cc(COc2ccc(F)cc2Cl)on1
    /, -0.9%

New compounds follow.
Every second line gives: Mtb RmlCD inh, M. tuberculosis GlmU
O=C(O)CCN1C(=O)/C(=C\c2cccc(OCC(=O)Nc3ccc(Cl)cc3)c2)SC1=S
    -3.3, 0.7%
CCOc1ccc(NC(=O)CSc2nnc(Cn3cnc([N+](=O)[O-])n3)n2CC)cc1
    11.8, 0.7%
O=C(O)/C=C\c1ccccc1Oc1cccc(Cl)c1
    -8.6, 3.7%
Cc1nn(C(C)C(=O)NC2C(=O)N3C(C(=O)O)=C(CSc4nnnn4C)CSC23)cc1Cl (stereo unspecified)
    -7.4, -4.5%
NC(=O)SC/C(=N\S(=O)(=O)c1ccccc1)Nc1ccccc1
    -5.3, 8.3%
Cc1ccc(NC(=O)/C(=C/c2cccc([N+](=O)[O-])c2)NC(=O)C2CCCCC2)c(C)c1
    3.7, 1.9%
C[C@H]1C=CC(=O)O[C@H]1c1ccccc1
    /, -1.1%
O=C(CN1C(=O)C2C3C=CC(C3)C2C1=O)Nc1cccc2c1CCCC2 (stereo unspecified)
    -9.9, -0.9%
CCOC(=O)c1cccc(S(=O)(=O)N2CCOCC2)c1
    -9.9, 0.5%
CCOC(=O)C1C(c2cccs2)NC(=O)NC1(O)C(F)(F)F (stereo unspecified)
    /, 3.9%
CC(C)C(=O)Nc1nnc(Sc2ccc(N(C)C)cc2)s1
    /, 1.4%
O=C(c1ccc(N2C(=O)C3C4c5ccccc5C(c5ccccc54)C3C2=O)cc1)N1CCOCC1 (stereo unspecified)
    0.8, -2.7%
C(=N\N1CCN(Cc2ccccc2)CC1)/c1ccc(-c2ccccc2)cc1
    /, 0.3%
Cc1ccc(Nc2nnc(C)c(=O)[nH]2)cc1
    6.0, -4.9%
Cc1cc(C)n(C(=O)c2ccc(Cn3nc(C)c(Br)c3C)o2)n1
    /, 2.2%
COC(=O)C1C(=O)CC(C)(O)C(C(=O)OC)C1/C=C/c1ccccc1 (stereo unspecified)
    /, 1.5%
COc1ccc(-c2csc(NC(=O)Cn3nc(C)cc3C)n2)cc1
    1.3, 2.2%
CCOC(=O)N1CCN(C(=O)CCSCCc2ccncc2)CC1
    /, 3.8%
N#C/C(=C/c1ccc(N2CCOCC2)o1)c1ccc(Cl)cc1
    14.7, /
COc1ccc(CC(=O)Nc2ccc(C(C)=O)cc2)cc1
    7.3, 2.9%
CCN(CC)S(=O)(=O)c1ccc(NC(=O)COc2c(OC)cccc2OC)cc1
    3.7, 1.8%
COc1cccc(/C=N/n2c(SC)nnc2-c2ccccc2)c1O
    -3.3, 7.8%
COC(=O)c1ccc(N2C(=O)CC(N(C)CCc3ccc(OC)c(OC)c3)C2=O)cc1 (stereo unspecified)
    3.5, -1.9%
CCc1nnc(NC(=O)C2CCN(S(=O)(=O)Cc3ccccc3)CC2)s1
    1.7, -5.7%
COc1ccc(-c2csc(Nc3ccccc3)[n+]2Cc2ccccc2)cc1
    9.2, 0.0%
COc1ccc(CCNC(=O)C(=O)NCc2ccc(C)cc2)cc1OC
    -0.9, 1.9%
COc1ccc(S(=O)(=O)N2CCCCC2)cc1NC(=O)Cc1c[nH]c2ccccc12
    8.2, 4.9%
O=[N+]([O-])c1cc(C(F)(F)F)ccc1N1CCCC(O)C1 (stereo unspecified)
    3.6, -2.4%
O=C(COc1ccc(Cl)cc1Cl)NCCCn1ccnc1
    10.4, 0.3%
Cc1nn(-c2ccccc2)c(C)c1/C=C/C(=O)OCC(=O)Nc1ncc(Cl)cc1Cl
    /, 0.1%
